EWS-Fli inh: EWS/Fli transcriptional activity inhibition; A673 NR0B1-luciferase reporter, viability-normalised; inhibition, % at 12.6 µM; 350,000 tested, 0.67% active; AID 651661;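 active = mean inhibition of at least 50% after viability correction, with every replicate also passing that limit; inconclusive = mean reaches 50% but only one of two replicates passes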;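 note: firefly luciferase signal divided by Alamar Blue viability fluorescence both relative to DMSO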
LGR2 inh: Drosophila LGR2 receptor signaling inhibition. 380,000 tested, 0.35% active. HEK293 LGR2, CRE-luciferase, bursicon-stimulated, 4 h. inhibition, % at 9.99 µM;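 active = drop in luminescence signal, shown as inhibition above about 50% in the replicate tests, limit read from the data, passing the limit was not always enough; inconclusive = probably only some replicates passing the limit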;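 note: agonist challenge used bursicon conditioned medium at about half maximal strength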
PAX8 inh HTS: lowers PAX8-driven luciferase in RMG-I cells; RMG-I TPO-luciferase reporter, SteadyGlo, 24 h; inhibition, % at 12.6 µM; 360,000 tested, 1.2% active; AID 652154;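 active = mean replicate inhibition at least 60% with every replicate also reaching 60%; inconclusive = only one of the two criteria is met; inactive = mean below 60% and not all replicates reaching 60%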;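 note: luciferase light reporting Pax8 driven TPO promoter activity; plate controls were median of neutral control wells for no effect and mitoxantrone controls for full effect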
Casp6 inh: caspase-6 (human) enzyme inhibition | purified caspase-6, Z-VEID-R110 cleavage fluorescence | inhibition, % at 12.5 µM | 350,000 tested, 0.53% active | AID 686996;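 active = mean inhibition across replicates at least about 35%, with every replicate also reaching that limit, limit read from the data; inconclusive = only one of the two criteria met; inactive = neither criterion met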;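 note: 0% = median of neutral control wells and 100% = no fluorescence left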
Target sequence (P55212 24-179 limits assumed): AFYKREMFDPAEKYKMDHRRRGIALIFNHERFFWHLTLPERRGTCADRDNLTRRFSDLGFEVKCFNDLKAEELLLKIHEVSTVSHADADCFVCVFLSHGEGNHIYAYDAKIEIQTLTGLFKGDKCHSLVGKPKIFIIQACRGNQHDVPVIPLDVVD
Target sequence (P55212 194-293 limits assumed): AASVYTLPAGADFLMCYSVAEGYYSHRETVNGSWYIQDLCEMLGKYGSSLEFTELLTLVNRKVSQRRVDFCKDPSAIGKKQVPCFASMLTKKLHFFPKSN
SIRT5 block: blocks human SIRT5 desuccinylation of peptide; 330,000 tested, 1.1% active; Q9NXA8; inhibition, % at 15 µM; Purified SirT5, succinyl-peptide AMC, trypsin-coupled fluorescence; in the data active = inhibition above about 15%; inconclusive = no clear call, values can overlap the other calls
Target sequence (Q9NXA8 whole entry, looked up): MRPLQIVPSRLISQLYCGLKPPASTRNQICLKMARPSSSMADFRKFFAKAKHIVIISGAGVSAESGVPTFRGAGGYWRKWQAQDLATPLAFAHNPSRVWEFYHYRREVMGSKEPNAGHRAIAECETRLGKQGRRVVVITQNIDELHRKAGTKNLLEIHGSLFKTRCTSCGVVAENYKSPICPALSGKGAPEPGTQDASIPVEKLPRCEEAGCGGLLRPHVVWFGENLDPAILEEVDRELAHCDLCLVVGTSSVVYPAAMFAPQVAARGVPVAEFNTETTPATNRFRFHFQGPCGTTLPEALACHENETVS
DENV2 CPE: inhibitors of DENV2 cytopathic effect; DENV2-infected cells, cytopathic effect rescue, plate reader; CPE inhibition, % at 9.99 µM; 350,000 tested, 1.7% active; in the data active = CPE inhibition above about 20%, passing the limit was not always enough; inconclusive = no clear call, values can overlap the other calls; tested in BHK-21 cells;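 note: 0% = median of neutral control wells and 100% = median of positive control wells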
ARNT TACC3 PPI: disruptors of human ARNT/TACC3 interaction. inhibition, % at 9.99 µM. 390,000 tested, 0.66% active. AlphaScreen His-ARNT PAS-B/GST-TACC3 binding, luminescence; TACC3 fragment carries E629A point mutation. Q9Y6A5;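 active = mean inhibition of replicates at least 50% and at least half of replicates each reaching 50%; inconclusive = half or more replicates reach 50% but mean below 50%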;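 note: 0% = complete ARNT plus TACC3 wells and 100% = ARNT alone without TACC3; many hits fall short of the cut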
An asterisk follows results filed as active; ? = inconclusive; · = not tested or not shown. Compounds as they come; any-hit rate near 4.9%.

SMILES | EWS-Fli inh | LGR2 inh | PAX8 inh HTS | Casp6 inh | SIRT5 block | DENV2 CPE | ARNT TACC3 PPI
C[C@@H]1CN([C@@H](C)CO)C(=O)c2cc(-c3cncnc3)cnc2O[C@H]1CN(C)Cc1ccc(Oc2ccccc2)cc1 | 4 | · | -23 | -2 | 3 | 0 | -1
CCn1cc(CNC(=O)c2cccc([N+](=O)[O-])c2)c(C)n1 | · | 7 | 7 | · | · | · | -1
CN(C[C@H]1N[C@H](CO)[C@H]1c1ccc(C2=CCCCC2)cc1)S(C)(=O)=O | 9 | 1 | 6 | · | · | 9 | 13
O=C(C1CCCN(Cc2ccccc2[N+](=O)[O-])C1)N1CCCC1 (configuration not stated) | 9 | -6 | 18 | -3 | -6 | -4 | -2
COc1cc(C(=O)NC(=S)Nc2ccccc2N2CCOCC2)cc(OC)c1OC | 9 | -10 | 9 | 0 | 0 | 5 | 7
COc1ccc(/C=C2\SC(=S)N(CCC(=O)NC3=NCCS3)C2=O)cc1OC | 14 | 3 | 8 | 1 | 0 | -1 | 0
O=C(C[C@@H]1C[C@H]2c3cc(NC(=O)Nc4ccccc4F)ccc3O[C@H]2[C@@H](CO)O1)NCC1CC1 | -4 | 12 | -4 | -5 | 11 | -5 | 11
Cc1ccc2c(c1)C(c1ccccc1)N(C(=O)c1cccc([N+](=O)[O-])c1)CC(=O)N2 (configuration not stated) | -13 | 14 | 8 | -1 | -1 | -7 | ·
COCCNC(=S)N(C)[C@H]1C[C@H]2c3[nH]c4c(-c5ccccc5)cccc4c3CCN2C[C@H]1[C@H](C)O | 0 | -3 | 1 | -4 | 3 | 13 | ·
CC(OC(=O)c1cccs1)C(=O)NC1CCCCC1C (configuration not stated) | 5 | 6 | 11 | -2 | -3 | 2 | -4
CC(C)CN1CC(Br)C(=O)NC1=O (configuration not stated) | 8 | 15 | 1 | -4 | 1 | 6 | 14
CNC[C@H]1Oc2ccc(NC(=O)Nc3ccc(F)cc3)cc2C(=O)N([C@@H](C)CO)C[C@H]1C | 3 | 10 | -13 | 1 | 1 | 3 | 3

5 structures already listed, arranged by heavy-atom count, largest number first:
SMILES | EWS-Fli inh | LGR2 inh | PAX8 inh HTS | Casp6 inh | SIRT5 block | DENV2 CPE | ARNT TACC3 PPI
COCCNC(=S)N(C)[C@H]1C[C@H]2c3[nH]c4c(-c5ccccc5)cccc4c3CCN2C[C@H]1[C@H](C)O | 0 | -3 | 1 | -4 | 3 | 13 | ·
O=C(C1CCCN(Cc2ccccc2[N+](=O)[O-])C1)N1CCCC1 (configuration not stated) | 9 | -6 | 18 | -3 | -6 | -4 | -2
CCn1cc(CNC(=O)c2cccc([N+](=O)[O-])c2)c(C)n1 | · | 7 | 7 | · | · | · | -1
CC(OC(=O)c1cccs1)C(=O)NC1CCCCC1C (configuration not stated) | 5 | 6 | 11 | -2 | -3 | 2 | -4
CC(C)CN1CC(Br)C(=O)NC1=O (configuration not stated) | 8 | 15 | 1 | -4 | 1 | 6 | 14

The list goes on:
SMILES | EWS-Fli inh | LGR2 inh | PAX8 inh HTS | Casp6 inh | SIRT5 block | DENV2 CPE | ARNT TACC3 PPI
Cn1cnc(S(=O)(=O)N2CCCCN3[C@H](CO)[C@H](c4ccc(-c5ccc(F)cc5)cc4)[C@H]3C2)c1 | -2 | -25 | -1 | -2 | -5 | 4 | -3
O=C(NNC(=O)c1cccs1)c1ccc(Cl)nc1 | -8 | 3 | -13 | 8 | -2 | 17 | 2
COc1ccccc1CCc1nnc(CCC(=O)NC(C)Cn2nc(C)cc2C)o1 (configuration not stated) | 1 | -3 | 16 | -1 | 0 | 1 | -2
C[C@H]1CN([C@@H](C)CO)C(=O)Cc2cc(NS(=O)(=O)c3cn(C)cn3)ccc2O[C@@H]1CN(C)Cc1ccc(Oc2ccccc2)cc1 | 6 | 19 | · | 5 | 2 | 0 | 5
COC(=O)c1sccc1NC(=O)Nc1cccc([N+](=O)[O-])c1 | -3 | -15 | 11 | -1 | -3 | 2 | -9
CCOc1ccc2nc(NCCNC(=O)C(C)(C)C)c(C)cc2c1 | -1 | -9 | -1 | -3 | 0 | -6 | 3
CCN1[C@@H]2c3ccc(-c4cccc(F)c4)c(=O)n3C[C@@H]2[C@@H](CO)[C@@H]1C(=O)N1CCCCC1 | -1 | 13 | · | 3 | 1 | 1 | 1
C[C@@H]1CCCCO[C@H](CN(C)S(=O)(=O)c2ccc(Cl)cc2)[C@H](C)CN([C@H](C)CO)C(=O)c2cc(NC(=O)Cc3ccccc3)ccc2O1 | 15 | 26 | 33 | 3 | 9 | -6 | 20
Cc1cccc(NC(=O)c2ccccc2Br)n1 | -44 | -24 | -32 | 5 | 1 | -5 | 1
Cc1ccc(NS(=O)(=O)c2cc(NC(=O)c3ccc4c(c3)NC(=O)CS4)ccc2Cl)c(C)c1 | -1 | 3 | 41 | 2 | -5 | 3 | ·
C=C1CCN([C@H](C(=O)NCc2ccco2)C(C)C)S(=O)(=O)c2ccccc21 | -1 | 0 | 4 | 0 | · | ? | -3
O=C(COc1cccnc1[N+](=O)[O-])Nc1ncc(Cl)cc1Cl | -1 | -10 | -42 | 24 | 1 | -4 | ·
COC(=O)[C@@]12C[C@@H](CC(=O)N3CCCC3)C(=O)N(Cc3cccc4ccccc34)C1=CCC(C)(C)C2 | -5 | 13 | 1 | 3 | · | -1 | ·
CC(C)CC(=O)Nc1ccc(-c2cn3cccnc3n2)cc1 | -63 | -20 | -78 | · | -80 | 5 | -3
COc1ccc(NC(=O)Nc2ccc3c(c2)[C@H]2C[C@@H](CC(=O)NCCc4ccccc4)O[C@@H](CO)[C@H]2O3)cc1 | -3 | -11 | -3 | 5 | 0 | -9 | -5
Cc1ccc(S(=O)(=O)Nc2ccc3c(c2)CC(=O)N([C@H](C)CO)C[C@H](C)[C@@H](CN(C)Cc2ccc(C(F)(F)F)cc2)O3)cc1 | 14 | -6 | 42 | · | · | · | ·
S=c1nc[nH]c2c1cnn2-c1ccccc1 | -2 | -13 | -43 | 2 | · | -3 | -11
CC(OC(=O)Cc1c[nH]c2ccccc12)C(=O)NC1(C#N)CCCCC1 (configuration not stated) | · | 2 | 16 | 1 | -7 | ? | 0
O=C(O)c1ccccc1N/N=C/c1cc(Br)cc(Br)c1O | -47 | -83 | -238 | 2 | -4 | 4 | 17
CSC1=NC(=O)/C(=C\c2cccc3ccccc23)S1 | -4 | -7 | 8 | 3 | -3 | 4 | 2
C[C@H](CO)N1C[C@H](C)[C@H](CN(C)C(=O)Nc2ccccc2)Oc2ccc(NS(=O)(=O)c3cn(C)cn3)cc2C1=O | -4 | -25 | · | -2 | 0 | 19 | -4
CC1C(=O)N(Cc2ccccc2F)c2ccccc2N1C(=O)c1c(F)cccc1F (configuration not stated) | 4 | 28 | 18 | 2 | 1 | 3 | -14
FC(F)(F)c1nnc2ccc(Sc3ccccn3)nn12 | 4 | 5 | 0 | -3 | -6 | -1 | ·
CSc1ncccc1C(=O)OCC(=O)N(CC(C)C)c1c(N)n(Cc2ccccc2)c(=O)[nH]c1=O | -7 | 14 | 10 | 0 | 2 | 10 | -1
COC(=O)CCCC1=CC2=C(c3ccccc3)C(=O)C(C)(OC(=O)C3CCCC3)C(=O)C2=CN1CCN1CCOCC1 (configuration not stated) | 1 | -4 | 10 | 3 | 0 | 0 | -3
C/C=C/c1ccc([C@@H]2[C@H]3CN(C(=O)Nc4ccccc4F)CC(=O)N3[C@H]2CO)cc1 | 2 | -15 | -11 | 1 | 3 | 10 | ·
O=S(=O)(Cc1ccccc1)Nc1ccc(S(=O)(=O)N2CCCC2)cc1 | 11 | 8 | -8 | -2 | -4 | 0 | 3
O=C(NCc1ccc2c(c1)OCO2)Nc1ccc(F)cc1 | -42 | -19 | -81 | -1 | -2 | -1 | 3
COc1ccc(CNC(=O)CN2C(=O)NC(C)(c3ccc(Cl)cc3)C2=O)cc1 (configuration not stated) | -3 | 19 | 8 | · | -1 | 0 | 3
O=C(CSc1nc2ccccc2n1-c1ccccc1)Nc1ncc(Cl)cc1Cl | -13 | 34 | 9 | 2 | 0 | -1 | -4
COC(=O)CC(c1ccc(F)cc1)n1c(C)ccc1C (configuration not stated) | 3 | 1 | -5 | 16 | · | 11 | -3
O=Cc1cccc(OC(=O)Nc2ccccc2)c1 | -15 | -8 | -9 | -1 | -4 | 0 | ·
O=C(COC(=O)[C@@H]1CCCN1C(=O)c1cccs1)NCCc1ccccc1 | · | -10 | · | 0 | -2 | · | 0
COc1ccc(-c2cc(NC=O)c3ncc(-c4cccc(C(=O)NCCN(C)C)c4)n3c2)cc1 | -10 | 0 | -5 | -69 | -2 | -1 | ·
COc1ccc([C@H]2CC(=O)C=C(c3ccnc4ccc(Cl)cc34)C2)cc1 | 24 | 10 | 7 | 0 | · | -2 | 8
C[C@@H]1NS(=O)(=O)[C@H]2C[C@@H]3C=C[C@]2(O3)[C@H]1OC(=O)c1ccccc1Br | -2 | -11 | -16 | 1 | · | 1 | -1

Profiles, quoted from the list. Order of screens: EWS-Fli inh, LGR2 inh, PAX8 inh HTS, Casp6 inh, SIRT5 block, DENV2 CPE, ARNT TACC3 PPI
S=c1nc[nH]c2c1cnn2-c1ccccc1 is listed as -2, -13, -43, 2, ·, -3, -11
COC(=O)[C@@]12C[C@@H](CC(=O)N3CCCC3)C(=O)N(Cc3cccc4ccccc34)C1=CCC(C)(C)C2 is listed as -5, 13, 1, 3, ·, -1, ·
C[C@@H]1CN([C@@H](C)CO)C(=O)c2cc(-c3cncnc3)cnc2O[C@H]1CN(C)Cc1ccc(Oc2ccccc2)cc1 is listed as 4, ·, -23, -2, 3, 0, -1
CC(OC(=O)Cc1c[nH]c2ccccc12)C(=O)NC1(C#N)CCCCC1 (configuration not stated) is listed as ·, 2, 16, 1, -7, ?, 0
O=C(C1CCCN(Cc2ccccc2[N+](=O)[O-])C1)N1CCCC1 (configuration not stated) is listed as 9, -6, 18, -3, -6, -4, -2

Other records follow.
SMILES | EWS-Fli inh | LGR2 inh | PAX8 inh HTS | Casp6 inh | SIRT5 block | DENV2 CPE | ARNT TACC3 PPI
N#Cc1ccc(NCC(=O)N2CCN(S(=O)(=O)c3ccccc3)CC2)cc1 | 0 | 14 | 11 | 3 | 0 | -2 | ·
CN(C)C(CNC(=O)c1cc(Br)c(Br)s1)c1ccco1 (configuration not stated) | -5 | 13 | -2 | -2 | · | 7 | ·
O=C(/C=C/c1ccco1)Oc1ccc(C(=S)N2CCOCC2)cc1 | 9 | -3 | 3 | 2 | 5 | 1 | 12
CSc1nc(Cc2ccccc2)cc(=O)[nH]1 | 5 | -18 | -19 | 2 | 2 | -2 | 4
CC(=O)Oc1ccc(/C=C(\NC(=O)c2ccco2)C(=O)NCc2ccco2)cc1 | -4 | 34 | -29 | 6 | -3 | 5 | -5
CN1C(=O)c2cc(NS(=O)(=O)c3ccc(Cl)cc3)ccc2OC[C@@H]2O[C@@H](CC(=O)N3CCc4ccccc4C3)CC[C@@H]21 | 17 | 6 | 38 | -2 | 8 | 8 | 7
O=C(NN=Cc1ccccc1O)NN=Cc1ccccc1O | -24 | -121 | 3 | 3 | -2 | 8 | -6
CC(=O)Nc1ccccc1NC(=O)c1ccc(C)c(C)c1 | -10 | 7 | 3 | 0 | -5 | -2 | 2
Cc1cc(-n2cnnn2)cc(C)c1S(=O)(=O)NCCOc1ccccc1 | · | 6 | 6 | 7 | -3 | -7 | 0
COCC#Cc1ccc2c(c1)O[C@@H](CN(C)C(=O)c1ccccc1)[C@H](C)CN([C@H](C)CO)S2(=O)=O | 11 | -15 | · | 0 | -1 | 6 | -1
CSCCC(NC(=O)c1ccco1)C(=O)OCc1cc([N+](=O)[O-])cc2c1OCOC2 (configuration not stated) | -10 | · | -22 | 1 | -1 | 6 | -1
CNC(=O)C[C@H]1CC[C@@H]2[C@H](COc3ccc(NS(=O)(=O)c4cccc(F)c4)cc3C(=O)N2C)O1 | 1 | -6 | -8 | -1 | 1 | 9 | -5
